# Screening data deposited in PubChem BioAssay by several laboratories.
# CAL PDZ FP-1 – blocks peptide binding to the human CAL PDZ domain; purified CAL PDZ, TMR-peptide fluorescence polarization, 1 h; inhibition, % at 24.9 µM; 300,000 tested, 0.92% active; AID 602252;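 active = mean inhibition of at least 30% with at least half of replicates also reaching 30%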;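 note: 0% = DMSO neutral control and 100% = excess unlabeled competitor peptide PRC23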
# Keap1 Nrf2 FP – inhibitors of human Keap1-Nrf2 protein-protein interaction. Q14145. Keap1 Kelch-Nrf2 peptide fluorescence polarization, 1536-well. inhibition, % at 9.4 µM. 340,000 tested, 0.15% active. AID 504523; in the data active = inhibition above about 12%;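 note: human Keap1 Kelch domain with fluorescein labeled Nrf2 9mer peptide probe; 0% = neutral control wells and 100% = peptide positive control; higher means more block of Keap1 binding to Nrf2 peptide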
# C-LANA FP – inhibitors of KSHV LANA C-terminal domain DNA binding. AID 504423. inhibition, % at 9 µM. 340,000 tested, 0.078% active. MBP-C-LANA/FAM-LBS DNA binding, fluorescence polarization;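 active = highest replicate inhibition at or above 60% at 9 µM, even if other replicates fall short; inactive = all replicates below 60% inhibition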;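 note: 0% = neutral control wells and 100% = 4 µM acridine orange control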
# NSD2 HMT inh – NSD2 (human) methyltransferase inhibition; O96028; NSD2 peptide methylation, AlphaScreen, 120 min; inhibition, % at 12.5 µM; 310,000 tested, 0.54% active; AID 743445; in the data active = inhibition above about 50%
# CAL PDZ FP-2 – blocks peptide binding to human CAL PDZ domain. 330,000 tested, 0.02% active. purified CAL PDZ, TMR-peptide fluorescence polarization, 1 h. AID 504414. inhibition, % at 20 µM;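 active = highest replicate inhibition of at least 40%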;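 note: plate controls were DMSO neutral control wells for no effect and unlabeled competitor peptide control wells for full effect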
#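 Material: tagged CAL PDZ protein CerCALP, purified; buffer or medium: sodium phosphate/NaCl buffer pH 7.4 with TCEP, IgG, Thesit; also added: fluorescent TMR peptide probe; schedule: 1 h incubation at room temperature before polarization reading; technique: fluorescence polarization from S- and P-plane intensities, G-factor corrected; control set: unlabelled peptide and DMSO controls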
# DAGLB inh – diacylglycerol lipase beta (human) inhibition; Q8NCG7; HEK293T DAGLB membrane lysate, EnzChek fluorogenic substrate; inhibition, % at 5.17 µM; 340,000 tested, 0.059% active; AID 504411; in the data active = inhibition above about 34%;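 note: 0% = enzyme with vehicle and 100% = wells lacking enzyme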
# RTF Ca sens inh – cardiac RTF calcium desensitization; P19429+P45379; IANBD-labeled cardiac RTF, Ca2+ fluorescence; inhibition, % at 7.15 µM; 340,000 tested, 0.12% active; AID 493244;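 active = inhibition above the mean inhibition of all tested compounds plus 3 SD, cut at about 17% in these data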;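 note: assay run at fixed EC70 calcium of 1.6 mM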
# Pemphigus Ab inh – inhibitors of pemphigus antibody binding to human desmoglein-3; P32926; DSG3-coupled beads, scFv-anti-DSG3-GFP binding, flow cytometry; stronger effect = lower value; binding (percent of control), % at 10 µM; 310,000 tested, 0.48% active;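 active = binding more than 3 SD below its plate's average and above zero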;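 note: hits lower antibody fragment binding to DSG3; some compounds called inactive have numbers as strong as hits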
# Target sequence (P32926 whole entry, looked up, the tested form may be a part): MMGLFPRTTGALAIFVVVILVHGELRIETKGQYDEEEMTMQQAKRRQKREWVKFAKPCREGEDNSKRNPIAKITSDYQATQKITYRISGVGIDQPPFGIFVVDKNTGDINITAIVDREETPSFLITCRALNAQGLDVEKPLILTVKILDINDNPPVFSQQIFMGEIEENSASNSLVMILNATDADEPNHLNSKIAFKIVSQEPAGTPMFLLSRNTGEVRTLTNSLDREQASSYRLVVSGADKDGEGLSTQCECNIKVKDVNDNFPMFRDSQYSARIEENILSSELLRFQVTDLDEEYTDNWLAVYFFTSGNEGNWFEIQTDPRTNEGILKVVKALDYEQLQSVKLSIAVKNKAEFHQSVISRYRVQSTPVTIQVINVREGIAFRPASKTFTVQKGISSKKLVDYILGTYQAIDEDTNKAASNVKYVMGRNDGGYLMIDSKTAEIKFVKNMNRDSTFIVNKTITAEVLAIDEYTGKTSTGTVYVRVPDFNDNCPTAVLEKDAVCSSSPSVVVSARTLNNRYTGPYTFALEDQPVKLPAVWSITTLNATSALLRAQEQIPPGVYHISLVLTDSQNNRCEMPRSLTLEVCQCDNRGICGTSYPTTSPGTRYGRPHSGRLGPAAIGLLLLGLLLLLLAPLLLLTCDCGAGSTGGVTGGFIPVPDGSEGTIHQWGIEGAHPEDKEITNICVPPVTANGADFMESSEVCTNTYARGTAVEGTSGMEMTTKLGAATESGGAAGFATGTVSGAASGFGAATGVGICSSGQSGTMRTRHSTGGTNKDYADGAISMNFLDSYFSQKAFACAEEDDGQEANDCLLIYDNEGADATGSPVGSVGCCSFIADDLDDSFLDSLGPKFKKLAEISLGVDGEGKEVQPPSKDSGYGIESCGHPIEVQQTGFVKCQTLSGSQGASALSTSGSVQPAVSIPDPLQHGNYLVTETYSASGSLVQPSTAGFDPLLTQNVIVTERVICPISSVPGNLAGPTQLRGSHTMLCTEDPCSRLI
# V-ATPase pHluor – regulators of yeast V-ATPase proton transport; S. cerevisiae, pHLuorin cytosolic pH fluorescence; response, % at 10 µM; 350,000 tested, 0.37% active; AID 504577; in the data active = response mostly above about 7.3%, no sharp cut-off; inactive = mostly below about 5.4%; note: actives read high; inactives centre near 0; some compounds called inactive have numbers as strong as hits
# Arrestin-AP2 inh – blocks beta-arrestin peptide binding to AP2 adaptin | 340,000 tested, 0.31% active | inhibition, % at 10 µM | FITC-arrestin peptide / GST-AP2 beads, flow cytometry; AP2 beta2 appendage carries R879A mutation | AID 504490;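 active = inhibition above a set limit, near 3 SD of compounds lacking own fluorescence, cut at about 54% in these data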;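 note: plate controls were DMSO wells for no effect and 5 µM unlabelled arrestin peptide for full effect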
#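 Assay system: GST-AP2 R879A bound to glutathione beads, E. coli-expressed; Medium: PBS with 0.05% Tween 20 and 0.1% BSA; Also added: fluorescein-tagged arrestin peptide at 50 nM final; Timing: 12 min plus 1 h, RT; Measured by: flow cytometry, FL1 (488/535 nm); Evaluation: percent drop in bead-associated FITC signal.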
# The depositor's hits bear a star; · = no result given; & = joins results of further samples.
no.	molecule	CAL PDZ FP-1	Keap1 Nrf2 FP	C-LANA FP	NSD2 HMT inh	CAL PDZ FP-2
1	NC[C@H]1O[C@H](O[C@H]2[C@H](O)[C@@H](O[C@H]3O[C@H](CO)[C@@H](O)[C@H](N)[C@H]3O)[C@H](N)C[C@@H]2N)[C@H](N)C[C@@H]1O	8	-2	-0.3	·	0.1
2	COc1ccc(S(=O)(=O)N2CCOC23CCN(S(=O)(=O)c2ccccc2)CC3)cc1	·	0	0.0	-6	-1.0
3	COc1ccc(C2Nc3ccccc3C(=O)N2Cc2ccccc2)cc1COc1ccccn1 (stereo not given)	-1	6	-2.6	2	-2.1
4	COc1cc(/C=N/N2CCN(Cc3ccc(Cl)cc3)CC2)cc(Br)c1O	4	-1	0.1	11	-0.7
5	COc1ccc(C(=O)OCCOc2ccccc2C(C)=O)c(O)c1	-3	-2	-1.3	-1	0.9
6	O=C(CN1C(=O)S/C(=C\c2ccccc2)C1=O)NCCCn1ccnc1	·	3	-0.2	3	-1.4
7	COc1ccc(C(=O)Nc2cccc(-c3ccc4nncn4n3)c2)cc1	-16	1	-0.9	1	-2.4
8	CC(Sc1nncs1)C(=O)NCc1ccc2c(c1)OCO2 (stereo not given)	-5	-4	0.2	-1	-0.5
9	Cn1c(=O)c2c(nc(CN3CCC(C(N)=O)CC3)n2Cc2ccccc2Cl)n(C)c1=O	1	-4	0.3	65*	0.2
10	COc1ccccc1/C=C/C(=O)NCc1ccccn1	-3	-6	1.4	-1	-2.3
11	O=C(Nc1ccccc1NC(=O)c1ccccc1Cl)c1ccccc1Cl	-2	1	-0.9	0	-0.8
12	CC(=O)c1cc2c(cc1NC(=O)CSc1ccc(S(=O)(=O)N(C)C)cn1)OCO2	4	-3	-3.2	-3	0.4

no.	DAGLB inh	RTF Ca sens inh	Pemphigus Ab inh	V-ATPase pHluor	Arrestin-AP2 inh
1	1	10	108	1	27
2	-1	-7	98	-3	3
3	-1	-2	103	-3	6
4	-2	1	106	-2	-5
5	-10	-9	104	0	5
6	3	-10	98	0	5
7	3	-4	90	-3	23
8	-1	-7	101	-2	8
9	2	-5	·	4	-2
10	-1	-5	128	·	-4
11	2	-11	121	3	36
12	-1	-9	·	-3	14

# Next records follow:
no.	molecule	CAL PDZ FP-1	Keap1 Nrf2 FP	C-LANA FP	NSD2 HMT inh	CAL PDZ FP-2
13	CSc1ccc(C(=O)C2CCCN(C(=O)CN3CCOC3=O)C2)cc1 (stereo not given)	-2	4	0.6	0	-1.3
14	CS(=O)(=O)c1ccc2nc(NC(=O)C3CC(=O)N(c4ccc(F)cc4)C3)sc2c1 (stereo not given)	0	-4	-0.1	-4	-3.2
15	Cc1cc(C(=O)CSc2nnc(-c3ccco3)o2)c(C)n1-c1ccc2c(c1)OCCO2	-2	-3	-1.4	-1	-1.7
16	O=C(CSc1nnc(-c2ccco2)o1)NC1CC2CCC1C2 (stereo not given)	-1	-2	0.2	-2	-0.6
17	O=C(Cn1c[n+](CC(=O)c2ccc([N+](=O)[O-])cc2)cn1)c1ccc([N+](=O)[O-])cc1	-2&-1	-3&-2	-2.7&-0.9	5&11	-2.2&-2.9
18	CCc1c(C(=O)NC2CCCCC2)[nH]c(C)c1C(C)=O	0	-7	-0.3	3	-2.5
19	COCCNC(=O)C(c1ccc(F)cc1)N(C(=O)CCC(=O)Nc1ccccn1)c1cccc(C)c1 (stereo not given)	-2	-2	-1.4	0	-0.2
20	CCCN(CC(=O)Nc1cc(Cl)ccc1Cl)C(=O)/C=C/c1cc(OC)ccc1OC	5	-6	0.8	-1	-0.1
21	Cc1cccc(N(C(=O)c2csnn2)C(C(=O)NC(C)(C)C)c2cccs2)c1 (stereo not given)	-3	-4	-0.4	-3	-2.6
22	COc1cc2c(-c3ccc4cc[nH]c4c3)c(-c3ccsc3)oc(=O)c2cc1OC	20	-2	-0.9	·	-0.4
23	CCOC(=O)C1CCN(C(=O)/C(C)=C\c2ccccc2)CC1	-4	-8	0.2	0	-0.6
24	CN(C)S(=O)(=O)c1cccc(C(=O)N=C2N=C3C=CC(Cl)=CN3Cc3ccccc32)c1	0	2	-1.7	-2	0.0

no.	DAGLB inh	RTF Ca sens inh	Pemphigus Ab inh	V-ATPase pHluor	Arrestin-AP2 inh
13	-1	-2	102	4	5
14	2	-7	105	-1	-25
15	-2	-2	103	0	6
16	-4	-2	·	-4	13
17	10&9	-17&-15	94&104	1&3	-12&17
18	-3	5	97	1	-1
19	-2	8	101	-4	10
20	-19	-10	·	1	-2
21	-1	2	111	3	24
22	-2	-1	92	3	-11
23	-3	-2	108	-1	2
24	-6	-1	96	1	-1

# Carrying on.
no.	molecule	CAL PDZ FP-1	Keap1 Nrf2 FP	C-LANA FP	NSD2 HMT inh	CAL PDZ FP-2
25	O=C(c1cc(-c2ccc(Cl)cc2)n(-c2ccc(Cl)cc2)n1)N1CCOCC1	-2	-1	0.3	58*	-0.7
26	C=CCn1c(SCc2nc(N)nc(N(C)C)n2)nnc1-c1cccnc1	5	-6	0.7	-3	·
27	O=C1NN(c2ccccc2)C(=O)/C1=C\c1ccc(-c2cc([N+](=O)[O-])ccc2O)o1	-3	-4	3.6	44	-0.6
28	Cc1cccc(N2CCN(C(=S)c3ccc([N+](=O)[O-])cc3)CC2)c1	-1	-3	-1.2	7	-2.6
29	Cc1ccc(C(=O)CCC(=O)NNC(=O)c2ccccc2O)cc1	-3	3	0.8	-2	-0.6
30	COc1ccc(CC(=O)Nc2ccc(S(=O)(=O)Nc3nccs3)cc2)cc1	-2	-5	1.0	5	-2.6
31	COc1nc(=O)n(C2OC(CO)C(O)C2O)cc1C (stereo not given)	-1	0	0.6	23	0.2
32	CCOC(=O)C1CCCN(C2CC(=O)N(c3ccccc3)C2=O)C1 (stereo not given)	-4	2	-0.2	-1	-1.8
33	O=C(COc1ccc(Cl)cc1)N(Cc1ccc(F)cc1)C1CCS(=O)(=O)C1 (stereo not given)	1	0	-1.2	-5	-3.0
34	OCCNc1nc(N2CCCC2)nc(N2CCCC2)n1	1	0	-0.5	-1	-0.9
35	Cc1cccc2cc(C#N)c(SCC(=O)N3CCC(C)CC3)nc12	0	-4	1.0	2	0.5
36	COc1cccc(NC(=O)CN(C)C(=O)COc2ccccc2Cc2ccccc2)c1	-6	-2	1.2	0	-0.5

no.	DAGLB inh	RTF Ca sens inh	Pemphigus Ab inh	V-ATPase pHluor	Arrestin-AP2 inh
25	-3	-19	103	0	2
26	3	1	103	-2	2
27	14	-9	97	0	8
28	-13	-7	100	3	6
29	1	1	·	-1	-5
30	-1	3	108	6	5
31	-2	-12	97	0	2
32	-4	9	84	-3	22
33	-2	-3	·	0	28
34	-1	-14	109	1	-54
35	-10	-6	112	1	16
36	-3	-10	101	1	-4

# (more compounds)
no.	molecule	CAL PDZ FP-1	Keap1 Nrf2 FP	C-LANA FP	NSD2 HMT inh	CAL PDZ FP-2
37	COc1ccc(OC)c(/C=N/NC(=O)c2cc3c(OC)cc(OC)cc3[nH]2)c1	-4	0	-0.2	-1	1.7
38	O=C(COC(=O)c1ccc(O)cc1)NC(c1ccccc1)c1ccccc1	8	5	-0.5	2	-1.6
39	CCc1cccc(C)c1NS(=O)(=O)Cc1ccccc1	-2	-1	-1.0	-2	16
40	CC(=NNC(N)=S)c1ccc2cc3c(cc2c1)OCO3	·	·	·	0	·
41	CCCCN(CC)CCNC(=O)CNC(=O)Cn1ccc2ccccc2c1=O	2	6	0.9	·	-0.7
42	COc1ccccc1CN1CC(C(=O)N2CCC(OC)CC2)CCC1=O (stereo not given)	-2	-7	0.7	0	-0.5
43	Cc1onc(-c2ccccc2Cl)c1C(=O)N1CCN(S(=O)(=O)c2ccc(F)c(F)c2)CC1	-1	-2	-1.1	-1	-0.4
44	Cc1ccc(NC(=O)C(C)OC(=O)/C=C/c2ccccc2)cc1S(=O)(=O)N1CCOCC1 (stereo not given)	-3	-7	2.2	2	-3.0
45	Cc1ccc(S(=O)(=O)N(C)C[C@@H]2Oc3ccc(NC(=O)Cn4cnnn4)cc3C(=O)N([C@@H](C)CO)C[C@H]2C)cc1	0	-1	0.5	·	-0.7
46	CSc1nc(C)c(C(=O)C[n+]2ccccc2C)cc1C#N	-4	-4	-1.1	3	-2.5
47	CCCCC(=O)NNC(=S)NC(=O)c1ccc([N+](=O)[O-])cc1	·	3	-1.9	-1	-0.3
48	O=C(CNC(=O)C1CCCCC1)OCn1nnc2ccccc2c1=O	1	3	-0.4	0	-1.7

no.	DAGLB inh	RTF Ca sens inh	Pemphigus Ab inh	V-ATPase pHluor	Arrestin-AP2 inh
37	-1	-1	107	-3	1
38	-1	-1	122	0	6
39	-3	-4	95	-1	-18
40	-1	·	102	-1	·
41	3	1	100	-2	-13
42	1	-6	99	-3	3
43	-2	0	102	-2	33
44	0	-5	107	2	-6
45	-2	-8	113	0	5
46	0	-1	92	0	-9
47	3	-9	104	-2	-1
48	0	-2	99	-3	-6

# More structures
no.	molecule	CAL PDZ FP-1	Keap1 Nrf2 FP	C-LANA FP	NSD2 HMT inh	CAL PDZ FP-2
49	COc1ccccc1-n1cc(-c2ccc(C)cc2)[nH]c1=S	2	-5	-1.4	0	1.5
50	CCOC(=O)c1ccc(NC(=O)c2nc[nH]c2C(=O)NC2CCN(C(=O)OC(C)(C)C)CC2)cc1	0	-8	1.1	·	-0.1
51	CS(=O)(=O)N1CCN(c2ccccc2[N+](=O)[O-])CC1	1	3	2.5	-3	-0.1
52	Cc1cc(C)c2[nH]c(=O)c(C(c3nnnn3Cc3ccc4c(c3)OCO4)N3CCCCC3)cc2c1 (stereo not given)	-2	-2	-0.3	1	0.7

no.	DAGLB inh	RTF Ca sens inh	Pemphigus Ab inh	V-ATPase pHluor	Arrestin-AP2 inh
49	0	-7	99	-1	31
50	-2	0	108	2	6
51	0	-6	90	-2	-16
52	-1	-4	102	-2	-3

# Four of the compounds above, with values under each structure.
# Screens in order – CAL PDZ FP-1, Keap1 Nrf2 FP, C-LANA FP, NSD2 HMT inh, CAL PDZ FP-2, DAGLB inh, RTF Ca sens inh, Pemphigus Ab inh, V-ATPase pHluor, Arrestin-AP2 inh
52: Cc1cc(C)c2[nH]c(=O)c(C(c3nnnn3Cc3ccc4c(c3)OCO4)N3CCCCC3)cc2c1 (stereo not given)
    -2, -2, -0.3, 1, 0.7, -1, -4, 102, -2, -3
49: COc1ccccc1-n1cc(-c2ccc(C)cc2)[nH]c1=S
    2, -5, -1.4, 0, 1.5, 0, -7, 99, -1, 31
51: CS(=O)(=O)N1CCN(c2ccccc2[N+](=O)[O-])CC1
    1, 3, 2.5, -3, -0.1, 0, -6, 90, -2, -16
50: CCOC(=O)c1ccc(NC(=O)c2nc[nH]c2C(=O)NC2CCN(C(=O)OC(C)(C)C)CC2)cc1
    0, -8, 1.1, ·, -0.1, -2, 0, 108, 2, 6

# These rows are one share of the data, so the mix of outcomes need not match the whole.
